MCF10A rerep: inducers of DNA re-replication in MCF 10A breast cells; actives 2.9% (n = 350,000); Potency, µM (doses to about 46.1 µM), without a hit: at the top dose activity, positive = re-replication, most hits filed as activators; MCF 10A DNA re-replication, Hoechst nuclear intensity, 48 h; AID 624296; note: potency is the fitted concentration of half-maximal effect; % of control where 0% means no effect; nearly all actives have a fitted effect of over 50% in size
SW480 rereplic: DNA re-replication induction in SW480 cells. Potency, µM (titrated, usually from 46.1 µM), without a hit: at the highest dose re-replication activation, usual class: activators. SW480 DNA re-replication, Hoechst DNA content imaging, 48 h. actives 1.8% (n = 340,000); note: potency is the fitted concentration of half-maximal effect; % of control where 0% means no effect; nearly all actives have a fitted effect of over 55% in size
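First, 250 cells per well were seeded. Next, compound or vehicle (23 nL) was pinned in, plates sat 48 hr at 37 C. Finally Hoechst was added for 40 min before fluorescence scanning.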
KB-V1 cytotox: KB-V1 MDR subline cytotoxicity. KB-V1 MDR cells viability, CellTiter-Glo, 72 h. Potency, µM (highest dose often 46.1 µM), without a hit: top-dose activity change, negative = cytotoxicity, usual class: cytotoxic. actives 3.4% (n = 400,000); note: potency is the fitted concentration of half-maximal effect; % is set by controls: 0 for no effect and ±100 for the full control effect; nearly all actives have a fitted effect of over 60% in size
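Potencies derive from concentration-effect curves fitted to normalized luminescence (CellTiter-Glo) of KB-V1 cells treated for 72 h at 37 degrees C in phenol-red-free DMEM containing 10% FBS.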
KB-3-1 cytotox: KB-3-1 parental cell cytotoxicity; actives 1.4% (n = 400,000); Potency, µM (doses to about 46.1 µM), for the others: at the top dose activity change, negative = cytotoxic, most hits filed as cytotoxic; KB-3-1 viability, CellTiter-Glo ATP luminescence, 72 h; note: potency is the fitted concentration of half-maximal effect; % is set by controls: 0 for no effect and ±100 for the full control effect; nearly all actives have a fitted effect of over 60% in size
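Luminescent ATP read-out (CellTiter-Glo) measures survival of drug-naive KB-3-1 cells after 72 h compound exposure at 37 °C. Titration series was screened from lowest to highest concentration, with DMSO vehicle plates as background controls.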
ATXN2 expr inh: inhibitors of ATXN2 expression; HEK-293 ATXN2-luciferase reporter, luminescence, 24 h; Potency, µM (titrated, usually from 57 µM), without a hit: top-dose activity change, negative = inhibition, usual class: inhibitors; actives 0.72% (n = 360,000); note: potency is the fitted concentration of half-maximal effect; % is set by controls: 0 for no effect and ±100 for the full control effect; nearly all actives have a fitted effect of over 55% in size
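ATXN2-luciferase reporter cells (luciferase flanked by upstream and downstream ATXN2 gene portions) were treated 24 h at 37 °C with compounds at up to 57 uM. SteadyGlo luminescence gave expression; GF-AFC fluorescence gave viability.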
HT1080-NT tox: kills 2HG-producing HT-1080-NT fibrosarcoma cells. actives 1.6% (n = 360,000). Potency, µM (titrated, usually from 46.1 µM), for inactives: at the highest dose activity, negative = less viability, actives largely listed as cytotoxic. HT-1080-NT fibrosarcoma viability, CellTiter-Glo ATP luminescence, 48 h;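 note: NT is the 2HG producing partner of a matched IDH1 knockdown line; potency is the fitted concentration of half-maximal effect; 0% = DMSO-treated cells and -100% = media-only wells without cells; nearly all actives have a fitted effect of over 55% in size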
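Compounds were tested in concentration-response format on HT-1080-NT cells for 48 hours at 37 degrees C. Cell viability came from CellTiter-Glo luminescence; curves were classified by r2, response magnitude and activity.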
WRN helicase inh: inhibitors of human WRN helicase. Q14191. WRN helicase unwinding, fluorescent forked duplex, kinetic. Potency, µM (titrated, usually from 114 µM), for the others: at the highest dose activity change, negative = inhibition, usual class: inhibitors. actives 0.46% (n = 360,000). AID 651768; note: potency is the fitted concentration of half-maximal effect; % is set by controls: 0 for no effect and ±100 for the full control effect; nearly all actives have a fitted effect of over 55% in size
Target sequence (Q14191 whole entry, looked up): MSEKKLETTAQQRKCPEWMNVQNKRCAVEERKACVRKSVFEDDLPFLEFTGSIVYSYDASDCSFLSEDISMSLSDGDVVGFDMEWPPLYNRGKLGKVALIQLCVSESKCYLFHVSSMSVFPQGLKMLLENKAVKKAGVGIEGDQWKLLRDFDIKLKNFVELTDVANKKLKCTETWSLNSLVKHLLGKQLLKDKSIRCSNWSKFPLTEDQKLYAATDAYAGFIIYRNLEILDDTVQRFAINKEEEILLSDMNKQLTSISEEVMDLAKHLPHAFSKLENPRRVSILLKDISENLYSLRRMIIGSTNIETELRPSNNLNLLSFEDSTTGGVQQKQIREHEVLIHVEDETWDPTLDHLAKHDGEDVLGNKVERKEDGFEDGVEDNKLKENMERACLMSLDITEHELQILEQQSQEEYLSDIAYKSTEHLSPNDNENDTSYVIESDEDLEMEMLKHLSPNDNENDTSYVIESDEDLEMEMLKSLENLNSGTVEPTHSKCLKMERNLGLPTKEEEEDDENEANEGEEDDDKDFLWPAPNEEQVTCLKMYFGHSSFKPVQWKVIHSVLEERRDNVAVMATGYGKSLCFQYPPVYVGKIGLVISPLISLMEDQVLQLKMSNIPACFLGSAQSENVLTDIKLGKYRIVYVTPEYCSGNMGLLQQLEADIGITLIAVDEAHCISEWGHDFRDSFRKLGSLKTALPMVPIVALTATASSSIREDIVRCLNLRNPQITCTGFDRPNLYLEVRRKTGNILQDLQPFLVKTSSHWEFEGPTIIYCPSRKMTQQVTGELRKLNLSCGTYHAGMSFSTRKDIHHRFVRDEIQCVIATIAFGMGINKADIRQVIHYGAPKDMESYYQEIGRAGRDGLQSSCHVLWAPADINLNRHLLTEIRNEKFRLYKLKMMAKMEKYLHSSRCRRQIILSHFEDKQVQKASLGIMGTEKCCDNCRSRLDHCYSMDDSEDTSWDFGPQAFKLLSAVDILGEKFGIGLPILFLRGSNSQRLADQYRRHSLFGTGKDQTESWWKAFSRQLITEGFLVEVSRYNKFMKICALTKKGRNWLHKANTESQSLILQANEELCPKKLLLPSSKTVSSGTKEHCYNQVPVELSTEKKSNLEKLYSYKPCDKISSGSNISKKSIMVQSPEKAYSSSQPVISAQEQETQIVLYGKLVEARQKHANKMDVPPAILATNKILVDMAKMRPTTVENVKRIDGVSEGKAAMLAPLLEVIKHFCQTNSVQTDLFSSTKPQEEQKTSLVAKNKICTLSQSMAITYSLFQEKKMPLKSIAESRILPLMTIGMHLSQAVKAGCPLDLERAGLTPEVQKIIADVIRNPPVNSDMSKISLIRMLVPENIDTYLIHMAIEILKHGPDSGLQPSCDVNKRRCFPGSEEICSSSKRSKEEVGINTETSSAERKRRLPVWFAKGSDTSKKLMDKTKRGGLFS
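WRN at 20 nM final preincubated with compound 15 min at room temperature; reaction started with 100 nM fluorophore/quencher forked duplex oligonucleotide and 2 mM ATP final. Unwinding followed kinetically by red fluorescence (ex 525, em 598 nm).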
HT1080 IDH1KD tx: toxicity to HT-1080 IDH1 knockdown cells (counter line); HT-1080 IDH1 knockdown viability, ATP luminescence, 48 h; Potency, µM (titrated, usually from 46.1 µM), without a hit: at the highest dose activity, negative = toxicity, actives largely listed as cytotoxic; actives 2% (n = 360,000); AID 686971;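 note: potency is the fitted concentration of half-maximal effect; 0% = DMSO wells and -100% = cell-free medium wells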
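IDH1KD HT-1080 cells, 750/well, RPMI + 5% FBS; compound pinned after 2 h settling; 48 h, 37 °C; CellTiter-Glo luminescence; % activity normalised to DMSO and no-cell wells; curves fitted, classed by r2 and efficacy.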
IL1B secr inh: blocks inflammasome-driven IL-1 beta release; THP-1 LPS/ATP IL-1B secretion, AlphaLISA, 16 h; active compounds read low; activity change, % at 57.5 µM; actives 4.7% (n = 360,000); in the data active = activity change below about -50%; inconclusive = mostly about -30% to -49%; note: % is set by controls: 0 for no effect and ±100 for the full control effect
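THP-1 cells pretreated 1 hr with compounds (up to 57.5 uM final), then stimulated with LPS (250 ng/mL final) plus ATP (1.25 mM final); secreted IL-1B measured by AlphaLISA after 16 hr, decreased signal indicating inhibition.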
Numbers without * were called inactive; ? = inconclusive; · = no result given; [ ] = dose if it differs, or a comment. Unless noted, calls come from the whole dose curve; as a rule, active = well fitted curve in the direction sought with a large enough effect; inconclusive = small, poorly fitted or top-dose-only effect, or another doubt; inactive = no such curve, though single readings can be large; an effect the other way counts as inactive or inconclusive.

SMILES | MCF10A rerep | SW480 rereplic | KB-V1 cytotox | KB-3-1 cytotox | ATXN2 expr inh | HT1080-NT tox | WRN helicase inh | HT1080 IDH1KD tx | IL1B secr inh
COc1ccc(N2CCN(S(=O)(=O)c3ccc4c(c3)NC(=O)CC(=O)N4)CC2)cc1 | 7% | ? | 14% | -8% | 4% | 1% | 8% | -2% | 33
CC1(c2ccc3c(c2)OCCO3)NC(=O)N(CC(=O)Nc2ccccc2SCC#N)C1=O (centres undefined) | 3% | -6% | 0% | -24% | 10% | 6%[9.24 µM] | -4% | 11% | 31
COc1ccc(OCCCNCCc2ccccc2)cc1 | 49% | 0% | -5% | 7% | -11% | -8% | -13% | -2% | -24
COC(=O)c1ccc2nc(-c3ccc(Cl)cc3)c(Cc3cccc(F)c3)n2c1 | · | · | 14% | 0% | 41%[activator] | 1% | -4% | 9% | 59
O=C(CN(CCCN1CCOCC1)C(=O)Cn1nnc(-c2ccc(F)cc2)n1)NC1CCCCC1 | -16% | 7% | 5% | -5% | 5% | 2% | 0% | -6% | -9
CCOC(=O)[C@H]1[C@H]2COc3ccccc3[C@@H]2N2C(=O)c3cc(OC)c(OC)cc3NC(=O)[C@@]12C | -13% | 1% | -14% | 1% | 0% | 2% | 8% | 6% | 2
CC1(C(=O)Nc2ccccc2)CCN1C(=O)Cc1ccc(-c2ccccc2)cc1 (centres undefined) | · | · | -6% | 0% | -20% | ? | -8% | ? | -7
O=C(Nc1ccccc1)c1ccccc1CSc1ccccc1 | 3% | -9% | -8% | -3% | 3% | 19% | -6% | 12% | -18
O=[N+]([O-])C(/C=C(/Cl)[N+](=O)[O-])=C(N1CCCCC1)N1CCCCC1 | 6% | 15µM* | -16% | 0% | -22% | -21% | -3% | ? | ·
CCOCc1nnc(NS(C)(=O)=O)s1 | -1% | 1% | 0% | 10% | -7% | ? | 6% | 6% | -5
CC(NC(=O)CN(C)S(=O)(=O)c1ccc(Br)s1)c1ccccc1 (centres undefined) | -7% | -60% | -4% | 1% | 0% | -13% | 0%[57.1 µM] | -9% | 11
NCCCNC(=O)Cn1c(=O)c2c3c(sc2n(Cc2ccccc2)c1=O)CCCC3 | -1% | -4% | 5% | 2% | -15% | -3% | 1% | -10% | 3
O=C(CSc1nc2ccccc2o1)NCc1n[nH]c(=O)c2ccccc12 | -8% | -3% | -22% | 5% | 5% | -1% | -1% | -15% | 25
COc1ccc(N/N=C(/C(C)=O)N2CCCc3ccccc32)cc1 | 16% | -10% | -2% | 21µM* | 0% | -26% | -18% | -23% | -25
Cn1cccc1CNCc1ccc(F)cc1 | 0% | -5% | -4% | 4% | 8% | 0% | -19%[57.1 µM] | -4% | 2
COc1cccc(CNC(=O)[C@H](C)NC(=O)N2CC(=O)Nc3ccccc32)c1 | · | · | 13% | 8% | · | 4% | -1% | 14% | -3
O=C(COc1ccc(OCc2ccccc2)cc1)NN=C1CCCC1 | -28% | -32%[inhibitor] | 7% | 6% | -6% | 1% | 3% | 1% | 8
Fc1cccc(Cl)c1CNCCCSc1ncccn1 | 4% | -4% | 10% | -8% | · | -1% | 2% | -11% | -10
CC(=O)N1CCC(N2CCN(c3ccccc3F)CC2)CC1 | 2% | 0% | -26% | -4% | -16% | 0% | 4% | -17% | -6
N/C(=N\OC(=O)CC1CCCCC1)c1cccnc1 | 5% | 0% | 23% | 0% | 0% | 5% | -3% | -1% | 1
COc1ccc(C(CCN2CCCC2)c2c(OC)cc(OC)c3c(-c4ccccc4)cc(=O)oc23)cc1 (centres undefined) | -12% | -5% | -27% | 4% | ? | ? | 1% | -3% | -6
CCCNC(=S)N1CCC(NC(=O)c2ccc(C)cc2)CC1 | 3% | -3% | -18% | 0% | -26% | 29% | 1% | 7% | 17
CCN(CC(=O)Nc1ccc(NC(C)=O)cc1)C(=O)c1ccc(NC2CC2)c([N+](=O)[O-])c1 | 12% | 5% | -7% | 23% | 5% | -5% | -2% | -5% | -1
Cc1c(C(=O)OCC(C)(C)CN(C)C)oc2ccccc12 | ? | 0% | 20% | 4% | 68%[activator] | 8% | 7% | 11% | -29
C/C=C\C=C/C(=O)Nc1cccc(C2=NOC3(C2)C[C@@H](C(N)=O)N(C(=O)CCCCC)C3)c1 (some centres undefined) | 5% | -13% | 13% | ? | -1% | 1% | -2% | 13% | -28
CCC(C(=O)NCc1ccccc1)n1c(-c2ccc3c(c2)CCO3)nc2ccccc21 (centres undefined) | · | · | ? | 3% | · | -5% | -3% | -2% | -10
CCOc1cccc(-c2nnc(SCC(=O)Nc3cccc(OC)c3)n2N)c1 | 2% | -6% | -14% | 8% | 8% | 0% | 1% | -10% | -4
CCN(C[C@H]1N[C@@](CC)(C(=O)OC)[C@H]2C(=O)N(C)C(=O)[C@@H]12)S(=O)(=O)c1ccc(F)cc1 | -8% | -58%[inhibitor] | -4% | 0% | 3% | 5% | 3% | -2% | 0
CCOC(=O)c1ccc(N2C(=O)CC(C)(CC)CC2=O)cc1 | -2% | -6% | -19% | -26% | · | -9% | 5% | -2% | 60
O=C(Nc1c2c(nn1-c1ccccc1)CS(=O)(=O)C2)c1ccco1 | -2% | -3% | ? | 1% | 1% | 8% | -9% | 13% | -15
COc1ccc(C2=Nc3cccc4cccc(c34)N2)cc1 | 5% | 0% | -25% | 2% | 18% | 10% | 2% | 8% | 17
CCN(CC(=O)Nc1ccc(Br)cc1)C(=O)c1nc2nc(C)cc(C)n2n1 | 1% | 22% | -13% | -2% | -3% | -4% | 7% | 2% | 12
O=C(O)CCC1=C2c3ccccc3CCN2C(=O)CC1 | -15% | -1% | 12% | 2% | 13% | -5% | 4% | -6% | 12
CC(=O)NCCc1nc2cc(NC(=O)Nc3ccccc3)ccc2n1C | ? | -14% | 17% | 2% | -23% | 7% | -4% | 7% | 15
COC(=O)c1ccc(CSc2nc3cc(Cl)ccc3s2)o1 | -1% | -5% | 25% | 5% | 3% | 16% | -5% | 18% | 1
Cc1cccc(Oc2ccccc2NC(=O)C2=COCCO2)c1 | 0% | -9% | 8% | -7% | · | -9% | -3% | 8% | -12
Cc1cc(Br)ccc1OCCN1CC(C)OC(C)C1 (centres undefined) | ? | -2% | ? | -22% | -13% | -11% | -12% | -5% | -11
O=C(CC1S/C(=N/N=C/c2ccco2)NC1=O)Nc1ccccc1 (centres undefined) | -4% | -8% | 5% | -16% | -7% | 2% | -3% | -3% | 22
COC(=O)C(CC(C)C)NC(=O)c1cccs1 (centres undefined) | -2% | -3% | 9% | -2% | -32% | 17% | -3% | 18% | -8
COc1ccc(C(=O)NCC(=O)OCc2nc(N)nc(Nc3ccccc3C)n2)cc1 | 5% | -1% | 20% | 3% | -3% | 19% | 13% | 5% | -15

5 records picked at random from the list so far:
SMILES | MCF10A rerep | SW480 rereplic | KB-V1 cytotox | KB-3-1 cytotox | ATXN2 expr inh | HT1080-NT tox | WRN helicase inh | HT1080 IDH1KD tx | IL1B secr inh
CCN(C[C@H]1N[C@@](CC)(C(=O)OC)[C@H]2C(=O)N(C)C(=O)[C@@H]12)S(=O)(=O)c1ccc(F)cc1 | -8% | -58%[inhibitor] | -4% | 0% | 3% | 5% | 3% | -2% | 0
O=C(CC1S/C(=N/N=C/c2ccco2)NC1=O)Nc1ccccc1 (centres undefined) | -4% | -8% | 5% | -16% | -7% | 2% | -3% | -3% | 22
Cc1c(C(=O)OCC(C)(C)CN(C)C)oc2ccccc12 | ? | 0% | 20% | 4% | 68%[activator] | 8% | 7% | 11% | -29
O=C(Nc1c2c(nn1-c1ccccc1)CS(=O)(=O)C2)c1ccco1 | -2% | -3% | ? | 1% | 1% | 8% | -9% | 13% | -15
COc1ccc(C(=O)NCC(=O)OCc2nc(N)nc(Nc3ccccc3C)n2)cc1 | 5% | -1% | 20% | 3% | -3% | 19% | 13% | 5% | -15

Other results follow:
SMILES | MCF10A rerep | SW480 rereplic | KB-V1 cytotox | KB-3-1 cytotox | ATXN2 expr inh | HT1080-NT tox | WRN helicase inh | HT1080 IDH1KD tx | IL1B secr inh
O=[N+]([O-])c1cccc(S(=O)(=O)c2cccc([N+](=O)[O-])c2)c1 | 2% | 0% | 8% | 17% | -31% | 9% | -11% | 5% | 45
COc1ccc(CNC(=O)c2ccc[nH]2)cc1 | 0% | 0% | -4% | ? | -8% | 18% | 4% | 20% | -9
Clc1c2c(nc3ccccc13)CCC2 | -2% | -30% | 3% | 11% | -15% | 5% | 0% | 1% | -10
COc1c(F)c(F)c(C(=O)Nc2ccc(N3CCN(Cc4ccccc4)CC3)cc2)c(F)c1F | ? | ? | ? | ? | -31% | ? | 7% | ? | -9
COc1nc(-c2ccc(Cl)cc2)nnc1C | -2% | -4% | ? | -17% | 8% | -9% | 6% | 2% | 33
CSCCC(NS(=O)(=O)c1ccc(Cl)c(Cl)c1)C(=O)O (centres undefined) | -2% | 1% | ? | 9% | -4%[11.3 µM] | 19% | -2% | 4% | 5
COc1cc2nc(CN3CCOCC3)n(CC(=O)NCC(F)(F)F)c(=O)c2cc1OC | -5% | 11% | 0% | -8% | 0% | 8% | 2% | 7% | -2
CCCCCCOC(=O)c1ccc(N)cc1 | 23µM* | 0% | 16% | -4% | 30% | ? | -7% | ? | -28
O=[N+]([O-])c1ccc(N2CCN(S(=O)(=O)Cc3ccccc3)CC2)cc1N1CCOCC1 | ? | 0% | ? | -4% | -15% | -11% | -12%[57.1 µM] | -13% | 46
O=C(C[C@H]1C[C@H](C(=O)N2CCOCC2)[C@@]2(CCC3CCCC3)c3[nH]c4cc(-c5ccco5)ccc4c3CCN2C1=O)NCCN1CCOCC1 | ? | ? | -25% | ? | ? | -19% | -1% | ? | -13
COC(=O)C1=C(C)N(c2cccc(C)c2)C(=O)/C1=C\c1cccs1 | 11% | -4% | ? | -15% | -13% | -1% | 4% | -1%[9.24 µM] | -21
COc1ccc(CN2CCN(Cc3cccc(OC)c3)C(CCO)C2)cc1 (centres undefined) | 4% | -87%[inhibitor] | ? | 8% | -2% | 3% | 4% | -3% | 1
